High-throughput results as filed in PubChem BioAssay.
Furin inhibitor: human furin inhibitors, primary screen, biochemical, fluorescence intensity. P09958. purified furin, fluorogenic substrate cleavage. inhibition, % at 30 µM. 220,000 compounds, 0.061% hits. AID 463115, 2010; in the data active = inhibition above about 25%; also: inactives centre near -15
p97 ATPase inh: inhibitors of human p97 ATPase, primary screen, biochemical | recombinant p97 ATPase, Kinase-Glo ATP luminescence, 3 h | inhibition, % at 8 µM | Transitional endoplasmic reticulum ATPase (Homo sapiens), P55072 | 220,000 compounds, 0.42% hits; in the data active = inhibition above about 15%;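 also: 0% = DMSO vehicle and 100% = wells lacking enzyme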
PERK inhibitor: block of dimerizer-induced PERK translation repression, primary screen, PERK inhibitor project, CHO PERK-DD cells, SEAP luminescence, HTS; Eukaryotic translation initiation factor 2-alpha kinase 3 (Homo sapiens), Q9NZJ5; CHO PERK-DD fusion, SEAP luminescence translation reporter; inhibition, % at 5.6 µM; 220,000 compounds, 0.17% hits;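 active = inhibition above the mean inhibition of all tested compounds plus 3 SD, set separately per screening campaign, cut at about 2.9% in these data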;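 also: PERK kinase domain activated by AP20187 dimerizer at 100 nM; 0% = DMSO with dimerizer and 100% = rapamycin at 8.4 µM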
FXIIa inh 1536: human FXIIa protease inhibitors, primary screen, biochemical, 1536-well; AID 800, 2007; purified FXIIa, Boc-QGR-AMC fluorogenic substrate, 2 h; inhibition, % at 5 µM; Coagulation factor XII (Homo sapiens), P00748; 220,000 compounds, 0.3% hits; in the data active = inhibition above about 40%;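 also: 0% = enzyme with no compound and 100% = blank without enzyme; many of its hits are not listed in these tables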
FXIa inh 1536: human FXIa protease inhibitors, primary screen, biochemical, 1536-well | Coagulation factor XI (Homo sapiens), P03951 | purified FXIa, Boc-Glu-Ala-Arg-AMC fluorogenic substrate | inhibition, % at 5 µM | 220,000 compounds, 0.14% hits | AID 798, 2007;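 active = inhibition of at least 40%; inactive = inhibition below 40%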;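 also: fluorescence of freed AMC excited at 355 nm; 0% = enzyme without compound and 100% = no enzyme blank; many of its hits are not listed in these tables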
KCC2 mod: KCC2 cotransporter modulators, thallium flux, primary screen, cell-based, HEK293 KCC2, FluoZin-2 fluorescence, MLSMR. B-score of Tl+ flux slope (higher = more flux/activation; lower = inhibition) at 10 µM. 190,000 compounds, 2.2% hits. Solute carrier family 12 member 5 (Homo sapiens), Q9H2X9. KCC2 cells, thallium flux FluoZin-2 fluorescence. AID 1456, 2008;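 active = thallium flux slope and its plate-corrected score both differing from the plate sample mean at a set confidence after two filtering rounds, in either direction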;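 also: slope of fluorescence scaled to starting intensity during 10 to 20 s after thallium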
KLK5 inh: human KLK5 protease inhibitors, primary screen, biochemical, 1536-well | 210,000 compounds, 0.59% hits | AID 873, 2007 | Kallikrein-5 (Homo sapiens), Q9Y337 | inhibition, % at 5 µM | recombinant hK5, fluorogenic AMC substrate cleavage;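 active = inhibition of 40% or more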;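 also: 0% = enzyme controls without compound and 100% = no-enzyme blanks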
Target sequence (Q9Y337 67-293 limits assumed): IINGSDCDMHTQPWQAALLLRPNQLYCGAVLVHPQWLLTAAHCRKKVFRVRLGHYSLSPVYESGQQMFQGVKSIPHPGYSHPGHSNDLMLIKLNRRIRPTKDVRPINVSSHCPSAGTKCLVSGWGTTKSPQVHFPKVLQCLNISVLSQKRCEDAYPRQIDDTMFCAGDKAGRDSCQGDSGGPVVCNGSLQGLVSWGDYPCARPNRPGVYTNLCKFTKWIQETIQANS
Wee1 degr inh: Wee1 degradation inhibitors, primary screen, cell-based, HeLa, Wee1K328M-luciferase, luminescence; Wee1-like protein kinase (Homo sapiens), P30291; HeLa Luc-Wee1K328M stability; 100% = proteasome inhibitor MG132 effect; reporter increase, % at 5 µM; 220,000 compounds, 1.2% hits;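 active = activation above the mean of all tested compounds plus 3 SD, set per screening run, cut at about 8.8% in these data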;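 also: cells exposed to compound for 20 h before luminescence read; 0% = DMSO alone and 100% = MG132 at 30 µM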
Target sequence (P30291 whole entry K328M): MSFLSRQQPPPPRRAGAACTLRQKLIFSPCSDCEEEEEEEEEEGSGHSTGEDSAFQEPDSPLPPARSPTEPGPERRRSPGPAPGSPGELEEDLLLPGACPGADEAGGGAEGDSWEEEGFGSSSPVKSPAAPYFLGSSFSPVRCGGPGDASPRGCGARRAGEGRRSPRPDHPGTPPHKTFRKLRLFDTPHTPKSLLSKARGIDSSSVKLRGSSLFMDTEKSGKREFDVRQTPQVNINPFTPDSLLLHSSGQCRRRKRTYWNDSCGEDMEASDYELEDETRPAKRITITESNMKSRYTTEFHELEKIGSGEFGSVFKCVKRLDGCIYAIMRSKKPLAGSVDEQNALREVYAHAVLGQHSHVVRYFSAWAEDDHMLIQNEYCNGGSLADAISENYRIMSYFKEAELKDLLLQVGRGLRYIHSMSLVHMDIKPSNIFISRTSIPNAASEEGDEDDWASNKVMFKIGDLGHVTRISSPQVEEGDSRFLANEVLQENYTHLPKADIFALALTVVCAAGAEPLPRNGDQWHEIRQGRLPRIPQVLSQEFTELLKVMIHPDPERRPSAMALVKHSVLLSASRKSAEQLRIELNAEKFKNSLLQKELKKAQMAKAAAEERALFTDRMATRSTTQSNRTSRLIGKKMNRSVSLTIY
thrombin 1536: human alpha-thrombin inhibitors, primary screen, counter-screen for coagulation protease inhibitor project, biochemical, 1536-well, fluorogenic AMC substrate; 220,000 compounds, 0.26% hits; inhibition, % at 5 µM; Boc-VPR-AMC fluorogenic substrate cleavage; AID 1046, 2008; Prothrombin (Homo sapiens), P00734;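 active = inhibition at or above 40%; inactive = inhibition below 40%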;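 also: 0% = enzyme with no compound and 100% = wells without enzyme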
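Material: human alpha-thrombin enzyme / Medium: pH 7.5 Tris (50 mM) with NaCl 150 mM, Tween 20 0.05% / Compound: single-point dosing at 5 µM, 0.2% DMSO / Incubation: enzyme reaction carried out at room temperature / Detection: AMC fluorescence, 355/460 nm / Read-out basis: percent inhibition scaled between no-compound controls and no-enzyme blanks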
Numbers without * were called inactive; / = not tested or not shown; [ ] = dose if it differs, or a comment. Compounds were not picked by outcome. Share with any hit: about 4.4%.

SMILES	Furin inhibitor	p97 ATPase inh	PERK inhibitor	FXIIa inh 1536	FXIa inh 1536	KCC2 mod	KLK5 inh	Wee1 degr inh	thrombin 1536
COc1cccc(OCC(O)CN2CCN(c3ccccc3)CC2)c1 (stereo not drawn)	-19	7	1.0	7	-1	/	0	1	-2
COc1ccc2c(c1)CC/C2=N\NC(=O)c1ccccc1	-31	4	0.5	10	5	1.2	-8	0	1
CNC(=O)/C=C/c1cccc(C(F)(F)F)c1	-24	4	0.9	11	8	0.32	-14	-1	-2
O=C(CCc1ccc(S(=O)(=O)NCc2ccccc2)cc1)NCc1ccc2c(c1)OCO2	-32[20 µM]	2	-2.0	11	-1	/	-20	-1	-2
COCCn1c(C)cc(C(=O)COC(=O)c2cc3c(s2)CCC3)c1C	-22	-3	1.2	0	-8	-0.68	-32	2	-3
CCCNC(=O)NC(=O)COC(=O)c1ccc(OC)c(S(=O)(=O)N2CCCc3ccccc32)c1	-17	-4	-0.5	12	7	-0.73	-9	-4	-1
Cn1c(=O)c2c(nc(N3CCOCC3)n2CCCNC2=NCCC2)n(C)c1=O	-21	3	1.2	7	-3	0.03	-9	2	-3
Cn1c(=O)c2c(SCc3cccnc3)nc(C3CC3)nc2n(C)c1=O	-18	-3	0.0	21	16	/	-12	-1	-2
O=C(/C=C/c1ccc(Cl)cc1)Nc1ccccc1N1CCOCC1	-21	4	0.8	7	6	-1.9	-14	-2	-8
Oc1[nH]c2ccccc2c1N=Nc1ncnc2c1oc1ccccc12	-28	3	1.1	16	3	0.8	4	-2	5
COc1ccc(Nc2nc3c(C)cccc3cc2C#N)cc1	-21	7	1.3	-1	-2	/	10	0	-12
O=C(Nc1cccc(S(=O)(=O)N2CCOCC2)c1)c1ccc(Cl)c([N+](=O)[O-])c1	-16	-5	-0.4	11	6	-0.53	0	2	-1
CCOc1ccc(NC(=O)COC(=O)C2(C)CC2(Cl)Cl)c([N+](=O)[O-])c1 (stereo not drawn)	-4	-3	-0.3	4	-2	-0.56	1	0	-3
CCS(=O)(=O)N1CCC(C(=O)NCCCOC)CC1	-14	-3	0.4	13	-3	/	-12	10*	-1
COc1ccccc1CCNC(=O)C(=O)NCC1OCCN1S(=O)(=O)c1ccc(Br)cc1 (stereo not drawn)	-13	1	-1.2	3	-6	-2.2	-2	-2	-9
Cn1c(Oc2ccccc2)c(C=O)c2ccccc21	-22[20 µM]	1	0.3	8	2	/	-10	1	4
Cc1ccccc1CNS(=O)(=O)c1ccccc1[N+](=O)[O-]	-22	0	0.2	11	1	-0.49	/	5	-1
O=C(c1cc2cc([N+](=O)[O-])ccc2oc1=O)N1CCN(c2ncccn2)CC1	-21[20 µM]	1	0.2	11	2	-0.89	-5	5	0
COc1ccc(C=C2C(=O)OC(C)(C)OC2=O)cc1OC	-22	6	1.3	2	-10	0.38	-5	3	-5
Cc1onc(-c2ccccc2)c1NC(=O)N(Cc1ccccc1)C(C)C	-13	-6	0.3	-2	-13	0.26	9	3	-7

Wee1 degr inh, what is marked active above.
structure,Furin inhibitor,p97 ATPase inh,PERK inhibitor,FXIIa inh 1536,FXIa inh 1536,KCC2 mod,KLK5 inh,Wee1 degr inh
CCS(=O)(=O)N1CCC(C(=O)NCCCOC)CC1,-14,-3,0.4,13,-3,/,-12,10*

Continuation:
SMILES	Furin inhibitor	p97 ATPase inh	PERK inhibitor	FXIIa inh 1536	FXIa inh 1536	KCC2 mod	KLK5 inh	Wee1 degr inh	thrombin 1536
CC(C)C[C@H](N)c1cn([C@@H](Cc2cc3ccccc3[nH]2)C(=O)N2CCNCC2)nn1	-31	8	1.6	11	0	0.088	2	2	-2
O=C(Nc1cccc(C(F)(F)F)c1)c1ccc(Cn2cc(Br)cn2)o1	-15[20 µM]	1	-0.2	14	-5	-1.2	6	-4	0
CCOC(=O)C(=NC(C)C)NNc1cc(Cl)ccc1Cl	-17	3	0.8	7	3	0.39	-29	2	-9
O=C(/C=C/c1cccc([N+](=O)[O-])c1)OCC(=O)c1ccccc1	-22	1	0.4	3	-2	0.0025	-4	1	10
CC(=O)Nc1cccc2c1C(=O)N(c1ccc(C)cc1)C2=O	-16[20 µM]	-1	0.9	23	10	-0.26	-10	5	1
COC(=O)c1cc(OC)c(OC)cc1NC(=O)c1c(-c2ccccc2Cl)noc1C	-15	-2	-0.3	0	1	/	-2	-3	-6
Cc1ccc([N+](=O)[O-])cc1S(=O)(=O)N1CCCCC1C(=O)O (stereo not drawn)	-23	2	0.6	6	-3	-0.16	0	2	-13
O=C(CN(C1CCCCC1)C1CCCCC1)N1CCc2ccccc2C1	-10[20 µM]	1	-0.9	-6	-2	-0.056	-4	2	1
Cc1c(Cl)cccc1N=c1c([N+](=O)[O-])nn(-c2ccccc2)n1O	-11[20 µM]	-4	0.4	-5	-9	6*	-21	6	-4
CC1(C)CC(=O)C(C=NCCCN2CCCC2=O)=C(O)C1	-15	4	1.7	14	4	/	-12	0	-3
Cc1noc2ncnc(N3CCN(c4ccc(F)cc4)CC3)c12	-19	1	-0.4	3	-7	0.13	-4	3	-4
NCC12CC3CC(C1)CC(c1ccc(Cl)cc1)(C3)C2	-21	5	0.3	4	-4	2.7	-8	2	1
Cc1cccc(C)c1NC(=O)c1sccc1SCc1cccc(C(F)(F)F)c1	2[20 µM]	-5	-0.2	7	-4	-0.47	1	-1	-6
O=C(NC1CCCCC1)C1CCN(S(=O)(=O)c2cccs2)CC1	-2	-1	0.5	14	4	/	4	0	-1
Cc1ccc(S(=O)(=O)NCCc2ccc(S(N)(=O)=O)cc2)cc1	-7[20 µM]	-8	1.7	17	-4	-2.5	-18	0	2
COc1cccc(C(=O)N2CCN(C3CCC(c4ccccc4)CC3)CC2)c1 (stereo not drawn)	0	-7	0.3	15	7	/	-7	3	4
CCc1c(C)c(C#N)c2nc3ccccc3n2c1NCc1ccco1	-7[20 µM]	6	-2.4	15	4	-3.8*	-8	-3	-4
CCOc1cc(C=O)c(Br)cc1OC1CCCC1	-23[20 µM]	-7	-0.3	11	0	-0.61	4	-2	-1
CC(C)(C)c1ccc(OCC(O)CNC(=O)c2ccccc2C(=O)O)cc1 (stereo not drawn)	-1[20 µM]	-7	-0.7	/	/	/	/	1	/
COc1ccc(C(=O)NCCSc2ccccc2)cc1	-15	-4	0.6	2	2	-1.1	-21	7	-2
O=C(NCc1ccccc1)C1CCN(S(=O)(=O)c2cccc3cccnc23)CC1	-13	8	0.1	7	-3	-1.4	-2	-3	-4
COc1ccc2c(c1)C1NC(=S)NC(C)(O2)C1C(=O)Nc1ccccc1C (stereo not drawn)	-15[20 µM]	0	0.0	8	-1	/	-6	1	-1
CC(C)NC(=O)COc1ccc(OCc2ccccc2)cc1	-30	0	0.6	5	-8	-1.1	-3	2	-29
CCOc1ccc(NC(=S)N(C)C)cc1	-12	9	0.7	0	-2	0.86	-4	7	-5
Nc1nnc(Cc2ccccc2)s1	-12[20 µM]	2	0.1	-8	-5	0.11	-7	0	-2
Cc1ccc(CNC(=O)CCS(=O)(=O)c2ccc(Br)s2)o1	-12[20 µM]	4	0.7	-2	-4	-0.11	3	-2	0
COC(=O)C1C/C(=N\NS(=O)(=O)c2ccc(C)cc2)c2ccsc2C1 (stereo not drawn)	-30	0	0.4	7	5	0.19	-4	6	-2
O=C1C(c2ccccc2)C(c2ccccc2)NC(c2ccccc2)C1c1ccccc1 (stereo not drawn)	-15	1	0.1	8	-1	/	2	0	-3
CCC(NS(=O)(=O)c1ccc(OC)cc1)C(=O)O (stereo not drawn)	0[20 µM]	5	2.5	7	-3	/	-6	-3	-5
O=C(COc1ccc(Cl)cc1Cl)Nc1nc2n(n1)C(c1ccccc1)CC(=O)N2 (stereo not drawn)	-22	2	0.5	20	2	-1.1	58*	-2	28
O=C(COc1ccc(Cl)cc1)N1CCN(c2cccc(C(F)(F)F)c2)CC1	-9[20 µM]	2	0.2	19	7	/	-7	-1	1
COc1ccc(NC(=O)Cn2c(-c3ccc(OC)cc3)cn(-c3ccc(C)cc3)c2=O)cc1	-20[20 µM]	7	-0.4	15	0	/	4	-1	0
Cc1ccc(NC(=O)C(C)N2CCCC2)cc1Cl (stereo not drawn)	-21	2	1.2	1	-3	-0.0059	-8	2	1
O=C(N/N=C/c1ccco1)c1cc(-c2ccc3ccccc3c2)n[nH]1	-13[20 µM]	0	-0.7	14	3	-1.2	28	3	14
CC1CN(C2CCN(S(=O)(=O)c3ccccc3)CC2)CC(C)O1 (stereo not drawn)	-16[20 µM]	-2	0.8	8	3	0.59	-6	1	-2
COc1ccc(/C=N/NC(=O)c2ccn[nH]2)cc1COc1ccc(F)cc1	-17[20 µM]	5	0.0	14	8	-0.25	22	-3	8
CCOc1ccc(NC(=O)C(c2ccccn2)N(C(=O)CCl)c2ccc(OCC)cc2)cc1 (stereo not drawn)	-16	3	0.9	19	12	-0.8	-13	8	-5
CC(=O)NCCc1nc2ccccc2n1Cc1ccccc1	-5	6	1.5	-9	-6	-0.56	-7	2	-12
O=C(c1ccccc1)c1cnc(Nc2ccccc2Cl)s1	-20[20 µM]	-2	-0.5	8	-3	-1.4	18	7	-3
O=C(Nc1ccc(C(=O)O)cc1)/C(=C\c1ccc2c(c1)OCO2)NC(=O)c1ccc(Br)o1	-19	4	1.0	5	-3	/	0	0	-12
CC1(C)CC(=O)C2=C(C1)N(c1ccc(F)cc1)C(=O)C2(NC(=O)c1ccccc1)C(F)(F)F (stereo not drawn)	-26	0	1.2	15	-29	-0.0026	-9	1	0
Cc1ccc(NC2=NCCCCC2)cc1	-18[20 µM]	2	0.7	8	0	1.6	-20	-1	-7
CC(=O)c1c(C)[nH]c(C(=O)OCC(=O)c2c(N)n(C)c(=O)n(C)c2=O)c1C	-14	-3	0.9	10	1	1	-1	0	-9
FC(F)(F)c1ccccc1/C=N/N1CCN(Cc2ccccc2)CC1	-5	1	0.8	8	3	0.26	-19	3	-11
COc1ccccc1N1CCN(CC(=O)Nc2ccc(-n3cnnn3)cc2)CC1	-17	0	1.6	5	-3	1.1	-4	1	4
C=CCNc1ccc(C(=O)O)cc1	-28	5	1.4	5	4	1.4	-19	2	0
